Screening results as filed in PubChem BioAssay.
Bfl-1 Bim block: inhibitors of Bim-Bfl-1 interaction, human. inhibition, % at 10 µM. AID 1008. 0.12% of 190,000 active. Bead-based flow cytometry, Bim-Bfl-1 binding inhibition. Q16548;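 also: 0% = wells without compound plus tracer and 100% = blocker peptide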
Bim-Mcl-1: disrupts Bim peptide binding to human Mcl-1 | Q07820 | Bead-based flow cytometry, Bim peptide-Mcl-1 binding | inhibition, % at 10 µM | 0.1% of 190,000 active | AID 1009;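 also: 0% = no compound tracer wells and 100% = peptide blocker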
ABCB1 block: blocks JC-1 efflux by human ABCB1 transporter; CCRF-Adr cells, flow cytometry; 0.067% of 190,000 active; P08183; inhibition, % at 6.6 µM; in the data active = inhibition above about 40%;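 also: 0% = vehicle and 100% = reference inhibitor; higher value means more JC-1 retained so stronger ABCB1 efflux block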
Target sequence (P08183 whole entry, looked up): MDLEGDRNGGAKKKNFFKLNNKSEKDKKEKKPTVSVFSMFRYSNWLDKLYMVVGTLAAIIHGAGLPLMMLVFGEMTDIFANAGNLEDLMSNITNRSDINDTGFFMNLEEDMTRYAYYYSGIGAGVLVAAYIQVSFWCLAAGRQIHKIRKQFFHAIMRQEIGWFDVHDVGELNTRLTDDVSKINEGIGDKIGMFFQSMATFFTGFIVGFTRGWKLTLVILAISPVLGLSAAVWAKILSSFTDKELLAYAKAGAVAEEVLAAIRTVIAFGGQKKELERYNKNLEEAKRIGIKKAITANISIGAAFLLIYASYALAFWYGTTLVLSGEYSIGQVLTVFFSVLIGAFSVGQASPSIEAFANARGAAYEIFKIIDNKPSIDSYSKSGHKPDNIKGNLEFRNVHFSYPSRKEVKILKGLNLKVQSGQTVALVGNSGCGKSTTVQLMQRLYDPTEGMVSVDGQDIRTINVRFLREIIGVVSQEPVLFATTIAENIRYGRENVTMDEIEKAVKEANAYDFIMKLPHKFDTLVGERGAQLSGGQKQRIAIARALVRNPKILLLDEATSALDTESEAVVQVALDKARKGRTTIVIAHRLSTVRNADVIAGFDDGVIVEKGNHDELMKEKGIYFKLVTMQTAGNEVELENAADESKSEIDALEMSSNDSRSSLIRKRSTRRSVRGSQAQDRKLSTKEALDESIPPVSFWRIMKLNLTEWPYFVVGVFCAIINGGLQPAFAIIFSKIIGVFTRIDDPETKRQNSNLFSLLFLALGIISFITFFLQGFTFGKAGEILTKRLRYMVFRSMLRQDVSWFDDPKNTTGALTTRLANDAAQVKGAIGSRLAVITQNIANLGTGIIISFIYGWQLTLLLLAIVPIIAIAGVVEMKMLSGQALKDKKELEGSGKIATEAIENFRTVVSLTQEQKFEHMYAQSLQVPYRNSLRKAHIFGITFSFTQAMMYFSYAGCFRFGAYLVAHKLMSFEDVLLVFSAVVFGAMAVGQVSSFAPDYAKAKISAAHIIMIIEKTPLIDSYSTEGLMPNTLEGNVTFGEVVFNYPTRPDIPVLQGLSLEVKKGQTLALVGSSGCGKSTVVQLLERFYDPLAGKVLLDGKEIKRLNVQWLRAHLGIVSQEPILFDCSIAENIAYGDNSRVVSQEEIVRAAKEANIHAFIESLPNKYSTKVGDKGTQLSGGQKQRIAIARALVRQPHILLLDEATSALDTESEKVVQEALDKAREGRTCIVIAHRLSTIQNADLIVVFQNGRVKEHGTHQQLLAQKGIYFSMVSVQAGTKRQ
RGS8-Gao: modulates binding of RGS8 to human Galphao; 0.34% of 220,000 active; multiplexed bead flow cytometry; actives lie on both sides; P09471; response (percent of control binding), % at 10 µM; AID 1423; in the data active = response below about 60% or above about 140%; inactive = in between;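 also: Galphao activated as the GDP aluminium fluoride complex binding bead-coupled RGS8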
ABCG2 block: blocks JC-1 efflux by human ABCG2 transporter; Q9UNQ0; IgMXP3 cells, flow cytometry; inhibition, % at 6.6 µM; 0.1% of 190,000 active; AID 1325;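 active = inhibition above 80%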;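 also: 0% = DMSO and 100% = nicardipine control wells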
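Measure – % inhibition of efflux relative to nicardipine and DMSO · Test system – ABCG2 IgMXP3 and barcoded ABCB1 CCRF-Adr cell mix · Control set – nicardipine as high control, DMSO as low control · Compound – one concentration, 6.6 µM final · Signal – flow cytometry of retained JC-1 fluorescence · Timing – 10 min exposure at 25 °C with rotation, no wash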
Bcl-2 Bim block: human Bim-Bcl-2 interaction inhibition. AID 950. inhibition, % at 10 µM. P10415. 0.06% of 190,000 active. Bead-based flow cytometry, Bim peptide-Bcl-2 binding; in the data active = inhibition above about 40%; inconclusive = no clear call, values can overlap the other calls;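 also: 0% = no compound wells with probe peptide and 100% = reference peptide inhibitor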
RGS7-Gao: modulates binding of RGS7 to human Galphao; Multiplexed bead flow cytometry; actives lie on both sides; P09471; 0.35% of 220,000 active; AID 1439; binding response (% of control), % at 10 µM; in the data active = binding response below about 49% or above about 150%; inconclusive = no clear call, values can overlap the other calls; inactive = in between;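 also: fluorescent Galphao held in activated GDP-AlF4 state binding bead-coupled RGS7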
Bim-Bcl-XL: human Bim-Bcl-XL interaction inhibition; Bim peptide-Bcl-XL binding, bead flow cytometry, fluorescence; inhibition, % at 10 µM; 0.04% of 190,000 active; AID 1007
Bim-Bcl-W: inhibitors of Bim-Bcl-W interaction, human; 0.02% of 190,000 active; Q92843; bead-based flow cytometry, Bim peptide-Bcl-W binding; inhibition, % at 10 µM;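 also: 0% = bound tracer without compound and 100% = peptide blocker; higher means less fluorescent Bim peptide bound to Bcl-W beads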
Bim-Bcl-B: inhibitors of Bim-Bcl-B interaction, human; inhibition, % at 10 µM; 0.073% of 190,000 active; bead-based flow cytometry, Bim peptide-Bcl-B binding;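 also: 0% = tracer peptide without compound and 100% = reference inhibitor peptide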
RGS4-Gao reg: modulates binding of RGS4 to human Galphao | AID 1415 | Multiplexed bead flow cytometry; actives lie on both sides | binding response (% of control), % at 10 µM | 0.33% of 220,000 active | P09471; in the data active = binding response below about 49% or above about 150%; inactive = in between;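 also: fluorescent Galphao activated with aluminum fluoride binding bead-coupled RGS4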
* = called active by the depositor; ? = inconclusive. Rule as the data show it, unless noted: active = inhibition above about 40%. Rows were taken by chance, and some 0.94% of all compounds hit somewhere here.

Fields – Bfl-1 Bim block | Bim-Mcl-1 | ABCB1 block | RGS8-Gao | ABCG2 block | Bcl-2 Bim block | RGS7-Gao | Bim-Bcl-XL | Bim-Bcl-W | Bim-Bcl-B | RGS4-Gao reg
Cc1ccc(C(=O)NC(=S)Nc2ccccc2C(F)(F)F)cc1
  -1 | -2 | 0.0 | 99 | 1 | -3 | 100 | -1 | -6 | -1 | 99
COc1ccc2c(c1)c(=O)oc1cc3oc(C)c(C)c3cc12
  -11 | -4 | 1.1 | 101 | 53 | -8 | 97 | -5 | 0 | -11 | 98
Cc1cc(NC(=O)c2ccc3nc(-c4ccccc4)c(-c4ccccc4)nc3c2)no1
  -1 | -1 | 0.5 | 92 | 3 | 1 | 98 | 0 | 2 | 0 | 95
Cc1ccc(C(=O)c2cn[nH]c2-c2cc(Cl)ccc2O)cc1
  0 | 0 | -0.1 | 100 | 0 | 1 | 99 | 0 | 0 | 2 | 99
COc1ccc(C2C(C(=O)c3ccco3)=C(O)C(=O)N2Cc2cccnc2)cc1OC (stereo not drawn)
  -1 | 0 | 0.6 | 102 | 1 | -3 | 101 | -1 | -1 | 0 | 102
CN1CCN(NC(=O)CN2C(=O)/C(=C/c3ccccc3Cl)SC2=S)CC1
  -12 | -3 | 1.0 | 105 | 2 | -8 | 104 | 6 | 0 | -6 | 101
CSc1ccc(/C=N/NC(=O)c2ccc(O)cc2)cc1
  -13 | -3 | 0.5 | 97 | 15 | -7 | 95 | -2 | -2 | -9 | 97
Cc1ccc(-n2nnnc2SCC(=O)Nc2ccc3c(c2)OCCO3)cc1C
  -4 | -6 | -0.5 | 68 | -1 | -1 | 52 | -6 | -6 | -5 | 51
CSc1nnc2n(Cc3ccccc3)c(=O)c3c4c(sc3n12)COC(C(C)C)C4 (stereo not drawn)
  -9 | 0 | 0.8 | 101 | 3 | -5 | 99 | -2 | -2 | -7 | 102
CCn1c(SCC(=O)NCc2ccc(F)cc2)nc2c(c1=O)SC(C)C2 (stereo not drawn)
  -2 | -4 | 0.5 | 105 | 1 | -2 | 103 | -2 | -1 | -2 | 109
O=C(NNc1ccccn1)C(=O)NNS(=O)(=O)c1ccc(Cl)cc1
  -1 | 2 | 0.5 | 102 | 0 | 1 | 104 | 0 | 0 | 0 | 100
CN(Cc1ccccc1)C(=O)c1ccccc1-c1ccccc1
  -6 | -3 | 2.1 | 100 | 4 | -4 | ? | 0 | -3 | -7 | 104
Cc1nn(-c2ccccc2)c(Cl)c1/C=C/C(=O)c1ccc(O)cc1
  -11 | -13 | 1.5 | 100 | 27 | -9 | 106 | -6 | -3 | -7 | 102
Clc1ccc(-c2nnc(-c3ccc(Br)cc3)c(N3CCSCC3)n2)cc1
  -2 | 1 | 0.7 | 102 | 4 | 0 | 104 | -5 | 0 | -4 | 103
O=C(c1ccc(Cl)cc1)C1C2C(=O)N(c3ccccc3)C(=O)C2C2CCCN21 (stereo not drawn)
  5 | 1 | 0.2 | 109 | 0 | 3 | 102 | -1 | 4 | 0 | 102
COn1c2c(c3c4nonc4ccc31)CCCC2
  -6 | -1 | 0.4 | 97 | 2 | -5 | 99 | 0 | 7 | -2 | 101
CC(=O)NS(=O)(=O)c1ccc(N2C(=O)c3ccccc3C2=O)cc1
  -5 | 2 | 0.5 | 105 | 3 | 0 | 105 | 0 | 0 | -4 | 104
COc1cccc(OCc2nc3ncc(Br)cc3[nH]2)c1
  -5 | 0 | 0.3 | 104 | 8 | -6 | 103 | -3 | -2 | -7 | 104
CC(CC(C)C(=O)N1CCOCCN(C(=O)C(C)CC(C)C(=O)O)CCOCC1)C(=O)O (stereo not drawn)
  -4 | -4 | 1.5 | 100 | 22 | -2 | 101 | -3 | -1 | -5 | 100
COc1ccc(S(=O)(=O)NNC(=O)c2sccc2-n2cccc2)cc1
  -5 | -5 | 0.8 | 102 | 15 | -1 | 100 | 1 | -3 | -4 | 100
O=C(COc1ccccc1[N+](=O)[O-])NC1CC1
  -5 | 0 | 0.4 | 101 | 3 | -5 | ? | -1 | -1 | -4 | 101
CC(=O)NCc1ccc(S(=O)(=O)N/N=C/c2ccc(Br)cc2)cc1
  -14 | -1 | -0.2 | 101 | -2 | -6 | 100 | -5 | -3 | -6 | 100
O=c1c2[nH]c3cccc(Cl)c3c2ncn1Cc1ccncc1
  -2 | 2 | 0.6 | 98 | 14 | -2 | 93 | 0 | -1 | 1 | 96
O=C(CCCNS(=O)(=O)c1cccc2nsnc12)NCc1ccc(Cl)cc1
  -15 | 0 | 1.2 | 104 | 14 | -14 | 103 | -5 | -1 | -12 | 102
COc1ccc(NC(=O)CN(C2CCCCC2)S(C)(=O)=O)cc1Cl
  -12 | -4 | 1.2 | 97 | 3 | -12 | 96 | -11 | 0 | -11 | 101
O=C1Nc2cc(C(=O)N3CCOCC3)ccc2SC1N1CCOCC1 (stereo not drawn)
  -12 | 0 | 0.2 | 100 | 10 | -3 | 100 | 0 | 0 | -8 | 102
CCCCNc1nc(N)nc(-c2cc(Cl)ccc2O)n1
  -3 | -2 | 1.0 | 103 | 18 | 0 | 100 | -1 | -3 | 0 | 102
O=C(O)CCCC(=O)N1CCN(c2nc(-c3ccccc3)c3ccccc3n2)CC1
  -10 | 0 | 0.6 | 100 | 2 | -3 | 101 | -2 | 2 | -2 | 100
O=C1c2ccccc2C(Nc2ccc3c(c2)OCCO3)N1Cc1ccccc1 (stereo not drawn)
  -7 | -1 | 1.1 | 101 | 2 | -11 | 103 | 0 | -1 | -9 | 100
CCCn1cnc2cc(NCc3ccccn3)ccc21
  -6 | 0 | -2.3 | 97 | -5 | -7 | 104 | 0 | 1 | -3 | 108
O=C(NC1CCCCCC1)C1CCCN(S(=O)(=O)c2cccs2)C1 (stereo not drawn)
  -14 | 0 | 1.3 | 101 | 3 | -7 | 96 | -10 | -1 | -7 | 99
COC(=O)c1ccccc1NC(=O)Nc1ccc(Br)cn1
  -5 | 0 | 0.3 | 102 | 2 | -1 | 100 | -1 | 2 | -2 | 99
CC(C)CN(CC(C)C)C(=O)COc1ccccc1C(N)=O
  -4 | 0 | -0.1 | 99 | 0 | 0 | 97 | 0 | 1 | -3 | 99
O=S(=O)(Nc1nc2cc3c(cc2nc1Cl)OCCO3)c1ccccc1
  0 | 1 | 0.2 | 99 | 1 | 1 | 95 | 4 | 3 | 4 | 100
COc1ccc(/C=C/C(=O)Nc2ccc3c(c2)OCCO3)cc1OC
  -12 | 0 | 0.5 | 103 | 1 | -4 | 94 | -9 | -4 | -4 | 97
O=C(C1CC1)N1CCc2cc(Br)cc(S(=O)(=O)N3CCCCCC3)c21
  0 | 0 | 2.4 | 102 | 11 | 0 | 104 | -4 | -1 | -5 | 103
COc1ccc(NC(=O)CN(C)CC(=O)Nc2ccc(Cl)cc2F)cc1
  5 | 2 | -0.1 | 112 | 2 | 1 | 102 | 5 | 5 | 4 | 111
COc1cccc(C2c3c(oc4ccccc4c3=O)C(=O)N2CCCN(C)C)c1OC (stereo not drawn)
  1 | 0 | 0.2 | 100 | 4 | 0 | 102 | -3 | -1 | 0 | 100
COc1ccccc1NC(=S)NC(NC(=O)c1ccco1)C(Cl)(Cl)Cl (stereo not drawn)
  -11 | -7 | 0.2 | 101 | 7 | -7 | 104 | -10 | -6 | -12 | 103
Cc1cc(-n2c(C)cc(C(=O)CSc3nnnn3-c3ccc(Cl)cc3)c2C)no1
  0 | -3 | 1.2 | 96 | 4 | -3 | 94 | -1 | -2 | -5 | 93

Continued (four carried over from the part before).
Fields – Bfl-1 Bim block | Bim-Mcl-1 | ABCB1 block | RGS8-Gao | ABCG2 block | Bcl-2 Bim block | RGS7-Gao | Bim-Bcl-XL | Bim-Bcl-W | Bim-Bcl-B | RGS4-Gao reg
COc1ccc(NC(=O)CN(C)CC(=O)Nc2ccc(Cl)cc2F)cc1
  5 | 2 | -0.1 | 112 | 2 | 1 | 102 | 5 | 5 | 4 | 111
COc1cccc(C2c3c(oc4ccccc4c3=O)C(=O)N2CCCN(C)C)c1OC (stereo not drawn)
  1 | 0 | 0.2 | 100 | 4 | 0 | 102 | -3 | -1 | 0 | 100
COc1ccccc1NC(=S)NC(NC(=O)c1ccco1)C(Cl)(Cl)Cl (stereo not drawn)
  -11 | -7 | 0.2 | 101 | 7 | -7 | 104 | -10 | -6 | -12 | 103
Cc1cc(-n2c(C)cc(C(=O)CSc3nnnn3-c3ccc(Cl)cc3)c2C)no1
  0 | -3 | 1.2 | 96 | 4 | -3 | 94 | -1 | -2 | -5 | 93
O=C(OCC1OC(n2cnc3c(N(C(=O)c4ccccc4)C(=O)c4ccccc4)ncnc32)C(O)C1F)c1ccccc1 (stereo not drawn)
  -2 | -3 | 1.1 | 104 | 5 | -2 | 103 | -4 | 0 | -1 | 99
Cc1cc(-c2ccccc2)n2ncc(C#N)c2n1
  -9 | 0 | -2.2 | 98 | -4 | -6 | 97 | -3 | 1 | -3 | 96
CCOc1ccc(NC(=O)COC(=O)Cn2cnnn2)cc1OCC
  -22 | -5 | 0.1 | 98 | 4 | -12 | 100 | -14 | -2 | -10 | 100
CCOc1ccc(N(CC(=O)NCC2CCCO2)S(=O)(=O)c2ccc(Cl)cc2)cc1 (stereo not drawn)
  -9 | -2 | 1.4 | 102 | 4 | -10 | 99 | 0 | 3 | -6 | 102
O=C(Nc1ncn[nH]1)c1ccc(Cl)c(S(=O)(=O)Nc2ccc(Cl)cc2)c1
  -8 | -3 | -0.2 | 106 | 0 | -6 | 105 | -8 | -4 | -5 | 100
COc1ccc(C(=O)C2CCCN(C(=O)COc3ccc(C(C)=O)cc3)C2)cc1F (stereo not drawn)
  -4 | 0 | -0.3 | 99 | 2 | -1 | ? | -1 | -2 | -2 | 98
Cc1cccc(N2CCN(Cc3cnc(Cl)s3)CC2C)c1 (stereo not drawn)
  -4 | -5 | 0.1 | 104 | 1 | -3 | 100 | -2 | 2 | -6 | 100
CCOCCc1nnc(NC(=O)Cc2c(F)cccc2Cl)s1
  -7 | -2 | 0.0 | 102 | 3 | -2 | 102 | -2 | -3 | -3 | 99
C#CCSc1nnc(-c2ccc(OC)cc2)o1
  -8 | 0 | 0.4 | 95 | 2 | -7 | 94 | -10 | 2 | -6 | 93
CC(C)C(=O)NNc1nc2ccccc2s1
  -10 | -2 | 0.5 | 100 | 5 | -7 | 96 | -3 | 0 | -10 | 102
CC(C)(C)c1ccc(C(=O)Nc2ccc(Cl)cc2)cc1
  12 | -2 | -0.6 | 102 | 1 | 6 | 104 | 0 | 2 | 5 | 101

Looked up by structure from above:
Fields – Bfl-1 Bim block | Bim-Mcl-1 | ABCB1 block | RGS8-Gao | ABCG2 block | Bcl-2 Bim block | RGS7-Gao | Bim-Bcl-XL | Bim-Bcl-W | Bim-Bcl-B | RGS4-Gao reg
Cc1cccc(N2CCN(Cc3cnc(Cl)s3)CC2C)c1 (stereo not drawn)
  -4 | -5 | 0.1 | 104 | 1 | -3 | 100 | -2 | 2 | -6 | 100
O=C(OCC1OC(n2cnc3c(N(C(=O)c4ccccc4)C(=O)c4ccccc4)ncnc32)C(O)C1F)c1ccccc1 (stereo not drawn)
  -2 | -3 | 1.1 | 104 | 5 | -2 | 103 | -4 | 0 | -1 | 99
CCOc1ccc(N(CC(=O)NCC2CCCO2)S(=O)(=O)c2ccc(Cl)cc2)cc1 (stereo not drawn)
  -9 | -2 | 1.4 | 102 | 4 | -10 | 99 | 0 | 3 | -6 | 102
CC(C)(C)c1ccc(C(=O)Nc2ccc(Cl)cc2)cc1
  12 | -2 | -0.6 | 102 | 1 | 6 | 104 | 0 | 2 | 5 | 101
